Bioassay records as filed in PubChem.
PTAP TSG101 blk = blocks PTAP/TSG101 interaction to inhibit HIV-1 budding; Q99816; Fluorescence polarization, FITC-PTAP peptide / Tsg101 binding; Potency, µM (top dose mostly 115 µM), inactives show top-dose activity change, negative = inhibition, most hits filed as inhibitors; 340,000 tested, under 10 active; AID 493005; active means well fitted inhibition curve with a large enough effect in the main read-out, with a control signal flat, not every such curve was filed as active; inconclusive means small, poorly fitted or top-dose-only effect, or effect the other way, or a change in a side signal; inactive means no such curve, though single readings can be large or run the other way; further: potency means the concentration at half of the fitted maximal effect; % of control where 0% means no effect
Target sequence (Q99816 whole entry, looked up): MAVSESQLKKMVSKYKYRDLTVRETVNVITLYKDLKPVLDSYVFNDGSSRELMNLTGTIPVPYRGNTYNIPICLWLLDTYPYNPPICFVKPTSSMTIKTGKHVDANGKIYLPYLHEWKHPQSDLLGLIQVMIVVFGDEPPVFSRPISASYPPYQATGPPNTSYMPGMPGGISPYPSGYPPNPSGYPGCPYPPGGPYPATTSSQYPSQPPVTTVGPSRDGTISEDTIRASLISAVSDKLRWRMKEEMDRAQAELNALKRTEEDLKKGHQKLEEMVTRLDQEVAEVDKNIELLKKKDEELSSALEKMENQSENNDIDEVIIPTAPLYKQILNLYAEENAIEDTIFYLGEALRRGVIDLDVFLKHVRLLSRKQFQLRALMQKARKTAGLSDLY
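Tsg101 binding domain (10 uM final) was mixed with compound and a FITC-labeled PTAP peptide (50 nM final) in HEPES pH 7.5 buffer with NaCl, Tween 20, EDTA and TCEP; fluorescence polarization was read after 20 min at r.t.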
Menin MLL FP TR = inhibitors of human menin-MLL interaction, mutant MLL peptide; Menin + Texas Red MLL mutant peptide, fluorescence polarization; O00255; Potency, µM (highest dose often 61.6 µM), inactives show at the top dose FP activity change, negative = inhibition, usual class: inhibitors; actives 0.23% (n = 270,000); AID 1768; active means well fitted inhibition curve with a large enough effect in the polarisation, with a control signal flat, not every such curve was filed as active; inconclusive means small, poorly fitted or top-dose-only effect, or effect the other way, or a change in a side signal; inactive means no such curve, though single readings can be large or run the other way; the % refers to the polarisation; further: potency means the concentration at half of the fitted maximal effect; % of control where 0% means no effect; many of its hits are not listed in these tables
Target sequence (O00255 whole entry, looked up): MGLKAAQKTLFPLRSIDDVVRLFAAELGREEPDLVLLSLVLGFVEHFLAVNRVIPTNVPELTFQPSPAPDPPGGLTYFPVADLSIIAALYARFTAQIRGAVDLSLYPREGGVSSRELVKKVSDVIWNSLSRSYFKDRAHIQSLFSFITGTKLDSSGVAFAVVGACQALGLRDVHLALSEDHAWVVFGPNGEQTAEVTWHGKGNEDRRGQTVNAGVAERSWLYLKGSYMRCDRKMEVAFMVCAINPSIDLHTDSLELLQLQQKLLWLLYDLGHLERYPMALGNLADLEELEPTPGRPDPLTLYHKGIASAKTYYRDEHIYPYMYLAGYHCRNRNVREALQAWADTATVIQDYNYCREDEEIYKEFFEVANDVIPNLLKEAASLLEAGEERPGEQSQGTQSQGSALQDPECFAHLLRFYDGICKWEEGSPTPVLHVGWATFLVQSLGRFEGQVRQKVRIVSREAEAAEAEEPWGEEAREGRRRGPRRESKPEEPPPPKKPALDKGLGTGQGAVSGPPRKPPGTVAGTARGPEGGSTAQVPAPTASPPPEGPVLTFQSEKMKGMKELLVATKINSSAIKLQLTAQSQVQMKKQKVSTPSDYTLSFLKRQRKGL
TCR activator = T cell receptor activation; Potency, µM (titrated, usually from 9.22 µM), without a hit: at the highest dose activation of IL-2 secretion, usual class: activators; primary human leukocytes, anti-CD3, IL-2 HTRF, 48 h; 330,000 tested, under 10 active; further: % of control where 0% means no effect
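Compounds are tested in HTS on primary human leukocytes co-incubated with a-CD3 beads for 48 hr. IL-2 output is measured by time-resolved FRET.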
AT treatment = candidate therapy for ataxia-telangiectasia; Potency, µM (doses to about 57.5 µM), inactives show at the top dose activation, most hits filed as activators; AID 485349; actives 0.19% (n = 320,000); […] A-T fibroblasts, KAP-1 phosphorylation AlphaLISA; neocarzinostatin DNA damage 30 min before lysis; further: potency means the concentration at half of the fitted maximal effect; % of control where 0% means no effect; nearly all actives have a fitted effect of over 45% in size
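ATM-like activity read as KAP-1 phosphorylation via AlphaLISA donor/acceptor antibody pairs after lysis and 6 hr at 25C. Cells were ATM-null patient fibroblasts ([…], hTERT), dosed 60 min, then exposed to the DSB inducer NCS for 30 min.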
S-ASM inh = human S-ASM enzyme inhibition; AID 504937; placental ASM, HMU-PC fluorogenic substrate, 60 min; actives 0.006% (n = 340,000); Potency, µM (series often up to 57.5 µM), inactives show top-dose activity change, negative = inhibition, most hits filed as inhibitors; further: potency means the concentration at half of the fitted maximal effect
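qHTS format. ASM enzyme prepared from human placenta hydrolyses the fluorogenic substrate HMU-PC0 (9 uM final) over 60 min at 37 °C after a 10 min compound preincubation.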
a7 integrin act = activates integrin-mediated alleviation for muscular dystrophy; alpha7betagal myoblasts, beta-gal FDG fluorescence, 48 h; Potency, µM (highest dose often 38.3 µM), without a hit: at the top dose activation, hits mostly activators; actives 0.064% (n = 350,000); AID 624291;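 further: potency means the concentration at half of the fitted maximal effect; 100% = response of the positive control SU9516; nearly all actives have a fitted effect of over 60% in size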
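alpha7betagal+/- myoblasts (passage 13, 250/well) treated 48 h at 37C with compounds at 1:260 dilution of DMSO stock. Lysed, then beta-galactosidase activity read as FDG fluorescence (ex 480/em 540) after 30 min, with pre-read for autofluorescence.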
MLL CXXC-DNA inh = inhibitors of human MLL CXXC domain-DNA interaction | AID 2662 | Potency, µM (series often up to 115 µM), without a hit: top-dose activity change, negative = inhibition, most hits filed as inhibitors | actives 0.037% (n = 290,000) | Q03164 | MLL-CXXC / FITC-HOXA9 DNA fluorescence polarization; active means well fitted inhibition curve with a large enough effect in the polarisation, with a control signal flat, not every such curve was filed as active; inconclusive means small, poorly fitted or top-dose-only effect, or effect the other way, or a change in a side signal; inactive means no such curve, though single readings can be large or run the other way; the % refers to the polarisation; further: potency means the concentration at half of the fitted maximal effect
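Steps: dispense CXXC domain solution (7 uM) → pin compounds or unlabeled HOX-A9 DNA control → 5 min ambient → add FLSN-HOX-A9 solution (50 nM) → spin → 30 min ambient → fluorescence polarization. Tris pH 7.5/NaCl/DTT/BSA buffer.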
MBNL1 CUG block = MBNL1-poly(CUG) RNA binding inhibition | AID 2675 | Potency, µM (highest dose often 57.5 µM), without a hit: at the top dose activity change, negative = inhibition, hits mostly inhibitors | TR-FRET MBNL1-His/biotin-(CUG)12 binding, 665/545 ratio | actives 0.036% (n = 280,000); active means well fitted inhibition curve with a large enough effect in the signal ratio, with a control signal flat, not every such curve was filed as active; inconclusive means small, poorly fitted or top-dose-only effect, or effect the other way, or a change in a side signal; inactive means no such curve, though single readings can be large or run the other way; the % refers to the signal ratio; further: potency means the concentration at half of the fitted maximal effect; on the % scale 0 is the no-effect control and ±100 the full control effect
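Compounds (final 92 nM to 58 uM) are added to His-tagged MBNL1 and biotin-(CUG)12, then terbium anti-His antibody and streptavidin-XL665 (5 nM final). After 60 min at room temperature, the 665/545 nm ratio is read.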
Mito fusion act = inhibitors of mitochondrial division or activators of mitochondrial fusion; S. cerevisiae fusion-defective mutant growth rescue, CellTiterGlo 48 h; Potency, µM (highest dose often 46.1 µM), without a hit: at the top dose growth rescue (activation), hits mostly activators; actives 0.23% (n = 320,000); AID 485298;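 further: potency means the concentration at half of the fitted maximal effect; % of control where 0% means no effect; nearly all actives have a fitted effect of over 45% in size; temperature-sensitive fusion mutants such as fzo1-1 at 37 °C on non-fermentable ethanol glycerol medium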
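Yeast fusion mutant, YPEG (non-fermentable carbon), compound, 48 h at 37C non-permissive; CellTiterGlo added, 10 min RT, luminescence read. Rescued growth = division inhibition.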
TSHR antag = antagonists of human thyroid stimulating hormone receptor. P16473. TSHR-expressing cells, TSH-stimulated cAMP HTRF, 2 h; active compounds read low. activity change, negative = inhibition, % at 11.5 µM. actives 0.2% (n = 330,000). AID 504810;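 active means activity change below a set negative limit, meaning inhibition stronger than a set level, cut at about -70% in these data; inconclusive means activity change between two set negative limits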; further: on the % scale 0 is the no-effect control and ±100 the full control effect
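Antagonism was scored as loss of TSH-driven cAMP in TSHR cells, stimulated with 4nM TSH (EC80) for 2 hours at 37 deg C and detected by homogeneous HTRF competition immunoassay.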
The depositor's hits bear a star; ? = inconclusive; . = no result given; & = joins results of further samples; [ ] = another dose, or the depositor's remark. Unless noted, the call rests on the fitted dose curve; in most records, active means well fitted curve in the direction sought with a large enough effect; inconclusive means small, poorly fitted or top-dose-only effect, or another doubt; inactive means no such curve, though single readings can be large; an effect the other way counts as inactive or inconclusive.

SMILES	PTAP TSG101 blk	Menin MLL FP TR	TCR activator	AT treatment	S-ASM inh	a7 integrin act	MLL CXXC-DNA inh	MBNL1 CUG block	Mito fusion act	TSHR antag
CCCCCCCOC1(c2ccccc2)OC(=O)c2ccccc21 (configuration not stated)	-5%	-23%	8%	17%	-9%	-40%	0%	-4%	1%	-1
CN(C(=O)c1cccc(NC(=O)Cc2cccc(NC(=O)C3CCCN(C(=O)C4CCCC4)C3)c2)c1)C1CCC1 (configuration not stated)	3%	.	4%	.	6%	15%	.	.	.	.
CC(OC(=O)c1oc2ccccc2c1COc1ccccc1)C(=O)NC(N)=O (configuration not stated)	-5%	-2%	-7%	9%	-11%	1%	7%	-12%	2%	6
CCOc1ccc(NCCC(=O)c2ccc3c(c2)OCO3)cc1	-7%	-26%	9%	-8%	0%	-65%[inhibitor]	3%	8%	-5%	12
COCCN1C(=O)N[C@@H](c2ccccc2)C(C(C)=O)=C1C	-2%	8%&0%	3%	7%	1%	4%	-1%	-8%	-3%	3
CCCCc1nc(NCC2CCCO2)c(C#N)c2c1COC(C)(C)C2 (configuration not stated)	-2%	-6%	-1%[46.1 µM]	-2%	3%	32%	5%	1%	1%	14
COc1c(F)c(F)c(C(=O)O)c(Nc2cc(C)cc(C)c2)c1F	-1%	?	4%	-2%	-4%	4%	-8%	-9%	7%	-7
Cc1cccc(-n2ncc3c2CCCC3NC(=O)CCc2cccnc2)c1C (configuration not stated)	-9%	-1%	0%	-1%	0%	-36%	-1%	2%	?	-32
CCCc1cc(=O)n2[nH]c(-c3ccc(Br)cc3)cc2n1	-1%	13%	-6%[46.1 µM]	0%	1%	19%	9%	16%	1%	-12
N#CCCN(C(=O)CN1C(=O)NC2(CCCC2)C1=O)c1ccccc1F	-6%	1%	6%	0%	3%	17%	-3%	-3%	-3%	3
CC1(C)Cc2ccccc2-c2nnc(SCC(=O)N3CCc4ccccc43)n21	-6%	18%	-22%	14%	3%	9%	26%	-6%	7%	-8
Nc1nc(SCC(=O)N2CCOCC2)n[nH]1	1%	0%	1%	2%	3%	17%	-2%	-5%	3%	5
COc1ccc(S(=O)(=O)N2CCN(CC(=O)Nc3ccccc3OC)CC2)cc1	-5%	.	-1%	10%	5%	23%	11%	-12%	2%	18
N#Cc1c(SCC(=O)N2CCCCC2)nsc1SCC(=O)N1CCCCC1	-2%	-24%	1%	3%	-2%	-69%[inhibitor]	2%	1%	-5%	-15
CC(C)=N/N=C1/NC(=O)C(CC(=O)Nc2cc(Cl)ccc2C)S1 (configuration not stated)	1%	-19%	0%[46.1 µM]	4%	2%	12%	-2%	.	14%	13
COc1ccc(NC2=NCC(=O)N2c2ccccc2F)cc1	-8%	-8%	4%	-2%	2%	-12%	6%	1%	-2%	15
COCCn1cnc2c1c(=O)n(CC(=O)OCC(=O)NCCCc1ccccc1)c(=O)n2Cc1ccccc1	-4%	-9%	-9%[46.1 µM]	13%	3%	-22%	9%	-29%	11%	-13
CC(=O)c1cnc(Nc2nc(C)c3ccc(C)cc3n2)nc1C	-6%	2%	.	1%	1%	9%	-2%	2%	-6%	-1
O=C(CN1CCC(NC(=O)c2ccccc2F)CC1)Nc1ccc2c(c1)OCCO2	1%	-12%	-4%	1%[11.5 µM]	0%	10%	2%	2%	2%	15
Cc1ccn2c(NC3CCCCC3)c(-c3cccc(SC4CCCCC4)c3)nc2c1	6%	.	-1%	34%	219%[activator]	-12%	.	.	.	-7
CCC(=O)NC(c1ccccc1)c1nc2ccccc2[nH]1 (configuration not stated)	1%	2%	4%	-8%	6%	1%	-7%	-5%	-5%	6
C[C@@H]1CC=C[C@H]2[C@H]1C(=O)N(Cc1ccccc1)[C@H]2c1ccc(F)c(Br)c1	.	.	.	6%	.	.	8%	-6%	-45%[inhibitor]	-6
CC(C)(C)NC(=O)c1ccccc1-c1nc2ccccc2s1	-1%	.	-10%	-6%	-4%	27%	11%	-1%	19%	4
CN(C)c1cccc(NC(=O)CCc2ccccc2)c1	0%	10%	4%	-4%	0%	7%	-1%	-6%	-8%	-3
Cc1ccc(-c2n[nH]c(=O)c3ccccc23)cc1S(=O)(=O)N(C)C	-4%	6%	5%	2%	-2%	-1%	-7%	18%	0%	-7
O=C(CSc1nnc2ccc(-c3ccncc3)nn12)N1CCCCC1	-1%	0%	0%	3%	-1%	-29%	1%	?	1%	6
CC(C)[C@H](NS(=O)(=O)c1ccccc1F)C(=O)OCC(=O)Nc1cccc(S(N)(=O)=O)c1	-1%	.	3%	8%	-4%	-24%	.	.	.	-12
O=[N+]([O-])c1ccc(CSc2ccc(S(=O)(=O)N3CCCCC3)cn2)cc1	1%	.	-2%	8%	0%	11%	.	.	.	-25
CCCCC(c1nnnn1CC1CCCO1)N1CCN(Cc2ccccc2)CC1 (configuration not stated)	-2%	-3%	-5%[46.1 µM]	-1%	-2%	4%	-4%	-9%	3%	-5
CN(c1cccc(NC(=O)c2ccc(C(C)(C)C)cc2)c1)S(C)(=O)=O	-5%	34%[activator]	0%	-13%	-2%	11%	-14%	-8%	-5%	-15
NC(=O)Nc1ccc(F)cc1	1%	1%	-3%	.	1%	10%	-1%	1%	2%	3
O=C(Nn1cnnc1)c1cccc(S(=O)(=O)N2CCOCC2)c1	1%	1%	8%	4%	0%	3%	0%	3%	-8%	29
COc1ccc(S(=O)(=O)N(n2c(C)nnc2-n2nc(C)cc2C)S(=O)(=O)c2ccc(OC)cc2)cc1	-7%	22%	-9%[46.1 µM]	-3%	3%	14%	-3%	-5%	-4%	0
CN(C)/C=C/C(=O)c1ccc(F)cc1F	2%	.	-1%	11%	5%	5%	5%	10%	2%	-3
O=C(CCc1nnc2ccc(N3CCC4(CC3)OCCO4)nn12)NCc1ccccc1Cl	-1%	-7%	-7%	1%	12%	-27%	11%	-5%	7%	22
COc1ccccc1N1CCN(c2nc(N)c(C#N)c(CC#N)c2C#N)CC1	1%	?	1%	18%	-8%	12%	3%	12%	4%	-15
CCOc1ccccc1C(=O)NCCNC(=O)c1ccccc1OCC	1%	.	-1%	.	1%	-24%	.	.	.	.
CC(=O)NCCNS(=O)(=O)c1ccc(C)c([N+](=O)[O-])c1	-1%	5%	-1%	0%	4%	5%	1%	?	-2%	0
Cc1cc(C(=O)Nc2c(C)n(C)n(-c3ccccc3)c2=O)c2ccccc2n1	-1%	-12%	0%	-5%	6%	-5%	6%	-1%	-2%	17
Cc1ccc(C)c(S(=O)(=O)N2CCN(CC(=O)Nc3sccc3C#N)CC2)c1	-6%	2%	-3%[46.1 µM]	6%	1%	5%	22%	19%	26%	-10
Cc1ccc(-c2nc(S(=O)(=O)c3ccc(C)cc3)c(N(C)C)o2)cc1	-3%	?	4%	1%	.	0%	?	0%	-7%	-6
Cc1nnc(SCCCn2c(N3CCN(c4ccccc4)CC3)nc3c2c(=O)[nH]c(=O)n3C)s1	-3%	?	-6%	-5%	0%	-2%	-12%	-4%	2%	-13
CCCC/C(C)=N/NC(=O)NC1CCCCC1	-1%	-14%	0%[46.1 µM]	1%	-5%	7%	-1%	3%	0%	-5
Cc1ccccc1-c1nnc(NC(=O)CSc2nc3ccccc3s2)s1	1%	-27%	0%	-7%	-6%	6%	4%	92%[activator]	0%	-2
O=C(CCNC(=O)OCC1c2ccccc2-c2ccccc21)NOCc1ccccc1	-6%	.	-3%[46.1 µM]	9%[11.5 µM]	0%	-26%	.	.	.	-18
COc1ccc(CCNC(=O)COC(=O)/C=C/c2ccc(OCC#N)c(OC)c2)cc1OC	-4%	-8%	1%[46.1 µM]	-3%	0%	-37%	17%	?	-1%	4
Cc1cccc(N2CC(C(=O)NC3CCCCCC3)CC2=O)c1C (configuration not stated)	-6%	.	-4%	3%	0%	3%	.	.	.	1
COc1ccc(C2CCCCCN2C(=O)C2CCN(S(=O)(=O)c3cccc(C(C)=O)c3)CC2)cc1 (configuration not stated)	-2%	.	5%	.	-5%	7%	.	.	.	.
Cc1ccc(NC(=O)Nc2cccc3ccccc23)cc1	-1%	.	-2%	-4%	-2%	7%	0%	5%	4%	21
CSc1cccc(NC(=O)CN2C(=O)COc3ccc(S(=O)(=O)N4CCOCC4)cc32)c1	0%	-11%	-2%	0%	1%	5%	-1%	-1%	18%	-134*
COc1ccc(-c2csc3nc(C(C)(C)C)oc(=O)c23)cc1OC	-4%	?	-8%	0%	-4%	-13%	-1%	-12%	11%	-4

The list is partial; rates above refer to the full screens.
